Screens from PubChem BioAssay.
mcGAS RapidFire: inhibitors of mouse cGAS | Q8C6L5 | recombinant mouse cGAS, cGAMP by RapidFire MS | inhibition, % at 12.5 µM | 130,000 compounds, 0.18% hits | AID 1259397;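 active = inhibition of cGAS enzyme activity at or above 60%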;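 also: enzyme stimulated by 45 bp dsDNA with ATP and GTP substrates; cGAMP share of summed cGAMP plus half ATP and half GTP signals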
Target sequence (Q8C6L5 whole entry, looked up): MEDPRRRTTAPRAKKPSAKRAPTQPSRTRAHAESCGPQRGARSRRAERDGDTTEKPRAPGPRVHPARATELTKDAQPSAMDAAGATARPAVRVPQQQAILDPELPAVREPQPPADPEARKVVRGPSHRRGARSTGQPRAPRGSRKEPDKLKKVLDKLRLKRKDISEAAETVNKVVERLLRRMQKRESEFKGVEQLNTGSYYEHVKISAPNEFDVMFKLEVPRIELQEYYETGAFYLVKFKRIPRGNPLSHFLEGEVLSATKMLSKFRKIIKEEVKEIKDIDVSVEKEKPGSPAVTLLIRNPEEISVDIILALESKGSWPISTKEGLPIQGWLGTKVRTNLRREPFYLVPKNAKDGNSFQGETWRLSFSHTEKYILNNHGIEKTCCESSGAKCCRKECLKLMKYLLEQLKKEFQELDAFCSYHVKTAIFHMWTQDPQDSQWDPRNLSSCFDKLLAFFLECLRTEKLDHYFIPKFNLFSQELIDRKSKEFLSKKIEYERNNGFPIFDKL
Numbers without * were called inactive; & = joins results of further samples. This is a subset, so the mix of outcomes need not match the whole.

structure,mcGAS RapidFire
Cc1cccc(NC(=O)CCC2CCN(C(=O)C3CCOC3)CC2)c1 (centres undefined),0
CCCC(=O)NC1CCCN(C(=O)c2c(Cl)nc3ccccn23)C1 (centres undefined),-11
CONC(=O)c1cc(-c2ccco2)[nH]n1,-7
CCC(Nc1ccccc1)c1nc(C2CCC2)no1 (centres undefined),-18
Cc1nn(-c2ccc([N+](=O)[O-])cc2)c2c1C(=NNc1ccc([N+](=O)[O-])cc1)CC(C)(C)C2,-2
CN(C(=O)COC(=O)CN1C(=O)NC2(CCCC2)C1=O)C1CCCCC1,-8
Cc1nnsc1CN(C)C(=O)c1cc(-c2cccn2C)n[nH]1,-1
COC(=O)c1ccc(C(=O)Nc2ccc3c(c2)OCCO3)cc1,-1
O=C(CCc1ccc2c(c1)OCO2)N1CCN(S(=O)(=O)c2ccc(Cl)s2)CC1,-6
Oc1oc(-c2cccc3ccccc23)nc1C=Nc1ccccc1Cl,1
CNc1cncc(-c2cccc(C(=O)N(C)C)c2)n1,1
COC(=O)[C@@H]1C[C@H](NS(=O)(=O)CCc2ccncc2)CN1C,-11
CC=CCN(CC)Cc1nc2cc(Cl)ccc2c(=O)[nH]1,-1
CCCCNCC1=C(C(=O)OCC)C(c2cccc([N+](=O)[O-])c2)NC(=O)N1Cc1ccccc1 (centres undefined),-6
CCOc1cc(S(=O)(=O)NCc2ccco2)ccc1Br,0
Cc1ccc(S(=O)(=O)C(C#N)c2nc3ccccc3nc2NC2CC2)cc1 (centres undefined),-7
O=C1CC(c2cc(F)cc(F)c2)Cc2nc(N3CCOCC3)ncc21 (centres undefined),-5
CC(C)(C)OC(=O)N1CC(O)CC1C(=O)N1CCOCC1 (centres undefined),0
CCNS(=O)(=O)c1ccc(NC(=O)c2ccc(Cn3nc(C)cc3C)o2)cc1,2
COCC1(C(=O)N2CCCC2c2nc(-c3ccccc3)no2)CCC1 (centres undefined),3
CCOC(=O)c1nnc2n(c1=O)CCN2c1ccc(OCC)cc1,-4
CCCC(=O)Nc1ccc(NCc2ccc(C)s2)cc1,-2
COC(=O)CCC(=O)N1CCCC(C(=O)c2ccc(-c3ccccc3)cc2)C1 (centres undefined),-2
CCc1nn(-c2ccccc2)c(NC(=O)c2c(F)cccc2OC)c1C,-8
COc1cccc(C=C2C(=O)N(c3ccccc3)C(=S)N(c3ccccc3)C2=O)c1,7

Next part.
structure,mcGAS RapidFire
Cc1cccc(-n2ncc(C(=O)NC3CCCCC3)c2C)c1,-19
O=C1OCCC1NC(c1ccccc1)C1CCC1 (centres undefined),5
ON=C1/C(=N/O)CC2(C/C1=N\O)OCCO2,-4
Cc1ccc(C(=O)O)c(Sc2ccccc2)n1,-5
CCN(Cc1noc(C)n1)C(=O)c1cnn(-c2ccccc2OC)c1,-34
O=S(=O)(c1ccc2ccccc2c1)N1CCOC2(CNCCOC2)C1 (centres undefined),-14
Cc1ccc(S(=O)(=O)Nc2cccc(S(C)(=O)=O)c2)s1,0
CCCc1nc(C(=O)N2C[C@H]3CC=CC[C@H]3C2)cs1,5
COc1ccc(OC)c(-c2nc(CN3CCCCC3c3nccs3)c(C)o2)c1 (centres undefined),-14
O=C(c1cncn1-c1ccc(F)cc1)N1CCC(N2CCNC2=O)CC1,1
O=C1OC(c2ccc(F)cc2)=N/C1=C\C=C/c1ccccc1,17
O=C(C1Cc2ccccc2S1)N1CCCc2cc(C(F)(F)F)ccc21 (centres undefined),-3
N#CC1C(=N)Oc2n[nH]c(-c3ccc(Br)cc3)c2C1c1ccncc1 (centres undefined),-2
CCCCOc1ccc(S(=O)(=O)n2nc(C)c(S(=O)(=O)N3CCCCCC3)c2C)cc1,-3
Cc1nonc1CC(=O)N1CCc2ccc(NC(=O)c3ccncc3)cc2C1,0
Cc1c(C(=O)NC(C)(C)CO)sc2ncnc(NCCc3ccccn3)c12,-7
CCN(CC)C1=NC(C(=O)OC)(C(F)(F)F)N=C(C)O1 (centres undefined),2
CCOC(=O)c1c(NC(=O)c2cc(OC)c(OC)c(OC)c2)sc(C(=O)Nc2ccc(OC)cc2OC)c1C,2
Cc1nc(-n2nc(C3CC3)cc2NC(=O)c2ccccc2F)[nH]c(=O)c1C,-10
Cc1ccsc1CN(C)Cc1cnc(N2CCOCC2)nc1,-1
COc1nn(C)cc1C(=O)OCc1cc(-c2cc3ccccc3o2)on1,-9
Cc1nc(SCc2cc(Cl)cc3c2OCOC3)c2c(C)c(C)sc2n1,-5
CCN(CC)S(=O)(=O)c1cc(Br)c(C)cc1C,3
Cc1ccc(-n2cc(S(=O)(=O)N3CCCC3)cn2)cc1S(=O)(=O)N1CCCC1,-5
Cc1cc(C(=O)N(C)CCN(C)C2CCCCC2)ccc1N1CCNC1=O,1

Carrying on.
structure,mcGAS RapidFire
CCOc1ccc2[nH]c(=S)[nH]c2c1,-13
FC(F)(F)c1nc(N2CCCCC2)c2cnn(-c3ccccc3)c2n1,-7&12
N#CCCN1CCN(S(=O)(=O)c2ccccc2C#N)CC1,-5
CCOc1ccc(C2=NC(=Cc3ccccc3C(=O)OC)C(=O)O2)cc1,-8
O=C(COc1cccc(-n2cnnn2)c1)Nc1cccc(Br)c1,-6
CCNC(=O)[C@@H]1C[C@@H](N)CN1C(=O)c1cc(C(F)(F)F)ccc1Cl,-13
O=C(CCC1CCCN(Cc2ccc3nsnc3c2)C1)Nc1ccccc1F (centres undefined),-2
Cc1cc(C(=O)N(C)C(C)c2nc(C)sc2C)c2c(C)noc2n1 (centres undefined),-14
Cc1cc(N2CCN(Cc3cc4n(n3)CCCNC4)CC2)nc(N)n1,0
CCN(CC1COc2ccccc2O1)C(=O)NCc1sccc1C (centres undefined),-3
Nc1cc(-c2cnc3ccccc3c2)ccn1,-4
OCCn1ncc2c1CN(c1ccnc3c(C(F)(F)F)cccc13)C2,-2
Cc1cc(C)n(-c2n[nH]c(=S)n2N=Cc2ccc(F)cc2)n1,2
NC(=O)C1CCN(C(=O)c2cc(=O)c(OCc3ccc(F)cc3)c[nH]2)CC1,-3
CCn1cc2c(c1-c1ccc(OC)cc1)c(=O)n(C)c(=O)n2C,1
COCCCNc1nc2nonc2nc1N(C)Cc1ccc(F)cc1,-2
COc1cccc(/C=N\Nc2nnc(C)n2N)c1OCc1ccccc1Cl,-4
COc1cccc(C2CCCN2C(=O)CCn2nnnc2CN2CCOCC2)c1 (centres undefined),-7
Cc1nccn1C(C)C(=O)N1CCC(c2cc(Cc3ccccc3)[nH]n2)CC1 (centres undefined),-7
O=S(=O)(c1ccccc1)N(CC(F)(F)F)c1ccc(C(O)(C(F)(F)F)C(F)(F)F)cc1,-18
COc1ccc(N=C2NN=C(c3ccccc3)CS2)cc1OC,-8
COc1cc([N+](=O)[O-])ccc1NC(=O)CCSc1ccc(C)cc1,-1
O=C(O)c1cc(-c2cc3ccccc3o2)on1,13
CC(=NNC(=S)NC(C)C)c1ccccn1,-6
Oc1oc(-c2ccc(Br)cc2)nc1C=Nc1ccc(Br)cc1,-11

Reformatted with values ahead of the structure: entries from further up
mcGAS RapidFire	canonical_smiles
0	Cc1cccc(NC(=O)CCC2CCN(C(=O)C3CCOC3)CC2)c1 (centres undefined)
-11	CCCC(=O)NC1CCCN(C(=O)c2c(Cl)nc3ccccn23)C1 (centres undefined)
-7	CONC(=O)c1cc(-c2ccco2)[nH]n1
-18	CCC(Nc1ccccc1)c1nc(C2CCC2)no1 (centres undefined)
-2	Cc1nn(-c2ccc([N+](=O)[O-])cc2)c2c1C(=NNc1ccc([N+](=O)[O-])cc1)CC(C)(C)C2
-8	CN(C(=O)COC(=O)CN1C(=O)NC2(CCCC2)C1=O)C1CCCCC1
-1	Cc1nnsc1CN(C)C(=O)c1cc(-c2cccn2C)n[nH]1
-1	COC(=O)c1ccc(C(=O)Nc2ccc3c(c2)OCCO3)cc1
-6	O=C(CCc1ccc2c(c1)OCO2)N1CCN(S(=O)(=O)c2ccc(Cl)s2)CC1
1	Oc1oc(-c2cccc3ccccc23)nc1C=Nc1ccccc1Cl
1	CNc1cncc(-c2cccc(C(=O)N(C)C)c2)n1
-11	COC(=O)[C@@H]1C[C@H](NS(=O)(=O)CCc2ccncc2)CN1C
-1	CC=CCN(CC)Cc1nc2cc(Cl)ccc2c(=O)[nH]1
-6	CCCCNCC1=C(C(=O)OCC)C(c2cccc([N+](=O)[O-])c2)NC(=O)N1Cc1ccccc1 (centres undefined)
0	CCOc1cc(S(=O)(=O)NCc2ccco2)ccc1Br
-7	Cc1ccc(S(=O)(=O)C(C#N)c2nc3ccccc3nc2NC2CC2)cc1 (centres undefined)
-5	O=C1CC(c2cc(F)cc(F)c2)Cc2nc(N3CCOCC3)ncc21 (centres undefined)
0	CC(C)(C)OC(=O)N1CC(O)CC1C(=O)N1CCOCC1 (centres undefined)
2	CCNS(=O)(=O)c1ccc(NC(=O)c2ccc(Cn3nc(C)cc3C)o2)cc1
3	COCC1(C(=O)N2CCCC2c2nc(-c3ccccc3)no2)CCC1 (centres undefined)
-4	CCOC(=O)c1nnc2n(c1=O)CCN2c1ccc(OCC)cc1
-2	CCCC(=O)Nc1ccc(NCc2ccc(C)s2)cc1
-2	COC(=O)CCC(=O)N1CCCC(C(=O)c2ccc(-c3ccccc3)cc2)C1 (centres undefined)
-8	CCc1nn(-c2ccccc2)c(NC(=O)c2c(F)cccc2OC)c1C
7	COc1cccc(C=C2C(=O)N(c3ccccc3)C(=S)N(c3ccccc3)C2=O)c1
-19	Cc1cccc(-n2ncc(C(=O)NC3CCCCC3)c2C)c1

Further results
structure,mcGAS RapidFire
O=C(CSc1nnc(CNC(=O)c2ccco2)n1-c1ccc([N+](=O)[O-])cc1)Nc1cc(C(F)(F)F)ccc1Cl,-10
CC(C)c1ccc(O)c(C(=O)N2CCC(CN3CCOCC3)CC2)c1,-9
CCCCCCCCn1c(NCCC)nc2c1c(=O)[nH]c(=O)n2C,-7
CCSC1CCCCN(C(=O)NC(C)c2cnn(C)c2)C1 (centres undefined),-4
Cc1cccc(NC(=O)Nc2ccc(N(C)C)nc2)c1,-19
Cc1oc(-c2cccc(F)c2F)nc1CN1[C@@H]2CC[C@H]1CC(O)C2 (some centres undefined),0
O=C(Nc1ccc(F)c(F)c1)c1ccc2nc[nH]c2c1,-7
CCCn1c(C)cn2c3c(=O)n(CC(C)C)c(=O)n(C)c3nc12,-7
CCC/C=C/c1ccc(-c2nn[nH]n2)cc1,-12
NC1CC(=O)N(CCc2ccc(F)cc2)C1 (centres undefined),-15
Clc1cc(Cl)c2nnc(SCc3ccc(Br)cc3)n2c1,-16
CCC(CC)(CCCNC(=O)C(C)S(C)(=O)=O)C1OCCO1 (centres undefined),-1
COc1ccccc1OC1CCN(C2CCCNC2)CC1 (centres undefined),5
CCn1nc(C(=O)N2CCC(N(C)C)C2)cc1-c1cc(C)sc1C (centres undefined),0
CC(C)NC(=O)Cc1csc(-c2ccsc2)n1,3
O=C(Nc1ccccc1)c1cccc(-n2cc[nH]c2=S)c1,-8
O=C(NN1CCOCC1)C1CCCO1 (centres undefined),-4
O=C(c1cc(-c2cccnc2)nc2ccccc12)N1CCCC(CO)(Cc2ccccc2)C1 (centres undefined),4
Cc1nn(C)c(Cl)c1S(=O)(=O)NC(C)C1CC1 (centres undefined),-16
C=CCNC(=O)NC(=O)CSc1nnc(SC)s1,17
Cn1ncc2c(Nc3ccc(Cl)cc3C(=O)c3ccccc3Cl)ncnc21,-1
CN(C)c1nc(N)nc(Cn2nnc(-c3ccc4c(c3)OCO4)n2)n1,-25
CSc1ccc([C@H]2CN3CCC[C@H]3c3ccccc32)cc1,-14
O=c1c2c3nc4ccccc4nc3n(-c3cccc(Br)c3)c2ncn1CC1CCCO1 (centres undefined),-11
O=C(Cc1ccccc1F)N1CCN(S(=O)(=O)c2ccc3c(c2)OCCO3)CC1,-14

Arranged by the number under mcGAS RapidFire (highest first): 4 of the compounds above.
structure,mcGAS RapidFire
C=CCNC(=O)NC(=O)CSc1nnc(SC)s1,17
Cn1ncc2c(Nc3ccc(Cl)cc3C(=O)c3ccccc3Cl)ncnc21,-1
CCSC1CCCCN(C(=O)NC(C)c2cnn(C)c2)C1 (centres undefined),-4
O=C(CSc1nnc(CNC(=O)c2ccco2)n1-c1ccc([N+](=O)[O-])cc1)Nc1cc(C(F)(F)F)ccc1Cl,-10

The list goes on:
structure,mcGAS RapidFire
CCc1noc(C)c1C(=O)N(C)CCCC(=O)O,-4
O=[N+]([O-])c1ccc(Cl)c(S(=O)(=O)N2c3cccc4cccc(c34)S2(=O)=O)c1,0
COCCCn1ccc2nc3ccn(-c4ncn[nH]4)c(=O)c3cc2c1=O,-8
COc1ccccc1CN1C(=O)O[C@@H]2CN(C(=O)Cc3csc(C)n3)C[C@@H]21,-9
O=C(NCc1ccccn1)C(C1CCCC1)N1CCN(C(=O)c2cccc(Cl)c2)CC1 (centres undefined),-3
CCOC(=O)CNC(=O)CSc1nc2c(cnn2Cc2cccc(Cl)c2)c(=O)[nH]1,-5
